# Source: PubChem (several laboratories)
# NS3 helicase inh: inhibitors of Hepatitis C virus NS3 helicase | NS3 helicase DNA unwinding, Cy5 molecular beacon fluorescence | inhibition, % at 10.9 µM | actives 0.56% (n = 290,000) | AID 1800;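 active = inhibition above the mean of all tested compounds plus 3 SD, set per campaign, cut at about 35% in these data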;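 also: 0% = DMSO wells and 100% = thioflavine S control wells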
#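 Material: hepatitis C virus NS3 helicase domain fragment enzyme; measured by: Cy5 fluorescence, 0 and 60 min reads; control set: DMSO and thioflavine S; incubation: 60 min unwinding reaction at 25 °C after ATP addition; read-out basis: % inhibition from 60/0 min fluorescence ratio, DMSO 0%, thioflavine S 100%; repeats: singlicate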
# IDE cell inh: inhibits human insulin-degrading enzyme in HEK cells. actives 0.41% (n = 320,000). FAbetaB cleavage, fluorescence polarization. P14735. inhibition, % at 5.59 µM;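 active = percent inhibition above the average of all tested compounds plus 3 SD, set per screening campaign, cut at about 16% in these data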;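 also: IDE supplied by intact live HEK cells; FP after avidin binding of uncleaved biotin substrate so inhibition keeps polarization high; 0% = DMSO wells and 100% = 60 µM reference IDE inhibitor Ii1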
# SUMO HTRF inh: SUMOylation inhibition; HTRF SUMOylation assay, SAE1/SAE2 + UBC9, in vitro; inhibition, % at 35 µM; actives 0.36% (n = 290,000); in the data active = inhibition above about 50%, passing the limit was not always enough; also: strong numbers were not always called active
# Target sequence (P63279 whole entry, looked up): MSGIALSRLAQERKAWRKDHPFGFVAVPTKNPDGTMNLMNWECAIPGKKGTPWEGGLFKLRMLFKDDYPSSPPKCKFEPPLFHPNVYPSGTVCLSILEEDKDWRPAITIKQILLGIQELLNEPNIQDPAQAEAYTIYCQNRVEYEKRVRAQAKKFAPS
# CRFBP-R2 block: antagonists of CRF-binding protein/CRF-R2 receptor complex; HEK293 CRF-R2/CRF-BP, CRF-induced calcium fluorescence; inhibition, % at 11.8 µM; actives 0.59% (n = 350,000);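 active = inhibition of the ligand-induced calcium signal above about 50% at the single tested concentration, limit read from the data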
# VIM-2 inh: blocks Pseudomonas aeruginosa VIM-2 metallo-beta-lactamase; actives 0.89% (n = 290,000); inhibition, % at 5.6 µM; purified VIM-2, nitrocefin hydrolysis, epi-absorbance fluorescence;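 active = inhibition above the mean of all tested compounds plus 3 SD, cutoff set per screening run, cut at about 7.5% in these data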;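 also: red hydrolysis product quenches plate fluorescence so inhibitors raise well fluorescence; 0% = enzyme with DMSO and 100% = DMSO without enzyme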
# GalR3 antag: human GalR3 antagonism; HEK293 GalR3-CNG cAMP membrane potential fluorescence; galR3 body fused to GalR1 C-terminus; inhibition, % at 3 µM; AID 651719; actives 0.44% (n = 360,000); O60755;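 active = inhibition above the screen-wide average plus 3 SD, cut at about 13% in these data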;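 also: forskolin and galanin both at EC90 stimulate the cells; cAMP rise reported by CNG channel membrane potential dye signal; 0% = forskolin plus galanin with DMSO and 100% = forskolin alone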
# Target sequence (O60755 1-299 limits assumed): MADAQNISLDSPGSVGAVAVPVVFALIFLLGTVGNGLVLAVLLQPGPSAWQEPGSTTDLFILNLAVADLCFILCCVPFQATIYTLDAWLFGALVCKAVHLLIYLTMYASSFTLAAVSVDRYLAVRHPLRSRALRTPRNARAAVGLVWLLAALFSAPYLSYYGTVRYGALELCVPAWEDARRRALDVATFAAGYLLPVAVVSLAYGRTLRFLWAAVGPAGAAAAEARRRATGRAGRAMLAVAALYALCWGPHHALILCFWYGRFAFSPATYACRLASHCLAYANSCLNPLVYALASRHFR
# IMP-1 inh: inhibitors of Pseudomonas aeruginosa IMP-1 metallo-beta-lactamase; inhibition, % at 5.6 µM; purified IMP-1, nitrocefin hydrolysis, epi-absorbance fluorescence; AID 1556; actives 0.45% (n = 290,000);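 active = inhibition above the mean plus 3 SD of all compounds in the same screening run, cut at about 4.5% in these data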;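 also: 0% = IMP-1 with DMSO and 100% = DMSO wells lacking enzyme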
#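 System: purified recombinant IMP-1 beta-lactamase. Medium: Zinc- and detergent-supplemented HEPES buffer, pH 7.1. Compound: one 5.6 µM dose […]. Schedule: 15 min preincubation plus 25 min reaction at 25 °C. Technique: Epi-absorbance fluorescence, 480 nm excitation, 530 nm emission.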
# pCIP destab: lowers stability of the mouse p/CIP coactivator protein; Q05BA5; F442A p/CIP-EGFP cells, EGFP fluorescence, 16 h; decrease of EGFP signal, % at 10 µM; actives 0.01% (n = 290,000); AID 1984;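 active = EGFP signal decrease of at least 30% at 10 µM or well 3 SD below plate mean, unless failing retest; inactive = the rest, including hits failing retest or dose response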; also: some compounds called inactive have numbers as strong as hits; many of its hits are not listed in these tables
# IDE cell activ: activators of human insulin-degrading enzyme in cells. HEK cells, FAbeta-B cleavage, fluorescence polarization; 0% vehicle, 100% cell-free pure enzyme wells. actives 0.073% (n = 340,000). P14735. activation, % at 5.96 µM. AID 493087;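 active = activation above the mean of all tested compounds plus 3 SD, set per screening campaign, cut at about 17% in these data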
# * = called active by the depositor; nt = not tested or not shown. Not a hit list; about 3.2% have a hit in one of these screens.
SMILES,NS3 helicase inh,IDE cell inh,SUMO HTRF inh,CRFBP-R2 block,VIM-2 inh,GalR3 antag,IMP-1 inh,pCIP destab,IDE cell activ
CCOc1ccc(N(CC(=O)NCCSCc2ccccc2)S(C)(=O)=O)cc1,-0.2,1.9,1.4,-2.7,-2.2,-4.7,-2.1,-16.6,3.2
Cc1cc(/C=N/NC(=O)c2ccc(O)cc2)c(C)n1C1CC1,1.9,3.5,14.0,7.7,-3.2,0.3,-2.5,-7.3,4.3
COc1cc(CN2CCC(CCC(=O)NC3CC3)CC2)cc(Cl)c1OC,-4.3,4.4,-3.4,9.1,-0.5,-0.8,-1.8,7.8,8.2
Nc1ccc(Oc2ccccc2-c2ccccc2)cc1,nt,-3.7,nt,-7.6,nt,-1.6,nt,nt,6.3
CC(=O)c1ccc(OC(=O)N2CCOCC2)cc1,-0.1,-3.8,12.3,14.6,1.9,-4.8,-0.6,2.4,1.4
CCCNC(=O)c1nn2c(C(F)(F)F)cc(-c3ccccc3)nc2c1Br,-6.0,0.5,2.1,-14.3,2.8,-1.9,-1.9,5.5,3.5
COc1cccc(-n2c(Cn3nc(C(F)F)cc3C(F)F)n[nH]c2=S)c1,10.3,7.6,2.1,28.2,6.1,-2.2,-2.6,-1.6,-0.6
Cc1cccc(NC(=O)c2cnn(-c3ccccc3)c2C)c1C,7.6,-3.7,5.9,-5.4,-1.4,-6.7,0.4,6.9,1.3
O=C(COC(=O)C1(c2ccccc2)CCCC1)N1CCNC1=O,nt,-1.4,nt,-1.1,nt,-2.8,nt,nt,3.4
O=C(NC1CC1)C1CCC(=O)N1C1CCCC1 (stereo not given),-4.8,4.7,2.8,36.5,-4.6,-5.0,-7.3,1.0,1.0
Cc1cccc(NC(=S)NCc2ccccc2)c1C,-2.0,0.6,6.9,15.4,-1.5,-5.0,0.0,3.4,1.8
NC(=O)c1ccccc1NC(=O)CN1CCN(Cc2ccccc2)CC1,15.1,7.7,-0.6,1.3,-2.7,-3.8,-4.8,-0.9,-2.8
CCOC(=O)Nc1ccc(NC(=O)c2ccccc2F)cc1,-20.9,3.0,6.8,17.6,-1.9,-3.0,-1.1,-75.0,2.8
O=C(CSc1nnc(-c2ccncc2)o1)N1CCc2ccccc2C1,0.2,4.0,-11.4,3.0,-3.9,-5.4,-4.9,3.4,-12.7
CC12C(=O)N(c3cccc4cccnc34)C(=O)C1C1C=CC2C1 (stereo not given),-6.0,4.7,0.5,3.1,0.9,5.3,-0.3,-8.9,2.3
CCN(CCNC(=O)C1CCN(S(=O)(=O)CC)CC1)c1ccccc1,-4.1,3.0,-5.5,-5.4,-5.3,-2.0,-1.0,-5.7,2.3
Cc1cccn2c(=O)c(C=O)c(Sc3ncccn3)nc12,9.5,0.0,-0.8,12.8,-1.2,-2.6,-0.9,3.6,-3.4
COc1ccc(C(CNC(=O)c2ccc(C)c(S(=O)(=O)N3CCCCC3)c2)N(C)C)cc1OC (stereo not given),-0.9,6.3,16.3,-0.7,-2.9,6.6,-1.7,-14.0,3.5
Nc1nc(SCC(=O)c2c(N)n(Cc3ccccc3)c(=O)[nH]c2=O)n[nH]1,-9.7,5.5,13.9,-8.9,-0.8,-3.5,-2.8,-1.0,7.6
CCOc1ccc(/C=C2\SC(=S)N(CCC(=O)Nc3cccc(C(=O)O)c3)C2=O)cc1,22.3,-0.5,42.1,17.5,-2.8,-8.8,-2.7,-4.0,0.8

# Compound profiles, as listed above. Order of values: NS3 helicase inh, IDE cell inh, SUMO HTRF inh, CRFBP-R2 block, VIM-2 inh, GalR3 antag, IMP-1 inh, pCIP destab, IDE cell activ
# Entry for `Cc1cccn2c(=O)c(C=O)c(Sc3ncccn3)nc12` : 9.5, 0.0, -0.8, 12.8, -1.2, -2.6, -0.9, 3.6, -3.4
# Entry for `O=C(COC(=O)C1(c2ccccc2)CCCC1)N1CCNC1=O` : nt, -1.4, nt, -1.1, nt, -2.8, nt, nt, 3.4

# The list goes on:
SMILES,NS3 helicase inh,IDE cell inh,SUMO HTRF inh,CRFBP-R2 block,VIM-2 inh,GalR3 antag,IMP-1 inh,pCIP destab,IDE cell activ
O=C(c1ccco1)n1nc(-c2ccccc2)nc1NCc1ccco1,9.1,4.2,21.8,-19.8,-2.0,-6.0,-1.4,-16.0,2.2
CC(C)[C@H](NC(=O)[C@@H]1Cc2ccccc2CN1C(=O)OC(C)(C)C)C(=O)NCc1ccco1,19.2,8.0,nt,-12.9,-2.5,-5.0,-3.7,8.5,-1.5
Cc1ccccc1OCCCC(=O)Nc1nccs1,4.9,-1.1,-1.3,-2.6,-3.1,-6.1,-3.2,-5.4,0.7
c1ccc(-c2csc3ncnc(N4CCOCC4)c23)cc1,-5.7,-0.1,4.8,13.8,-1.5,0.9,-4.4,-6.9,2.5
N#Cc1c(NC(=O)C2CC(Cl)=CCC2C(=O)O)sc2c1CCCC2 (stereo not given),29.6,-1.4,-12.6,10.3,0.3,8.9,-5.1,-2.3,6.5
CCCCCCNC(=O)C(C#N)c1nc2ccccc2nc1N1CCOCC1 (stereo not given),6.5,-2.2,7.3,-13.8,-2.8,-3.8,-5.5,-15.3,4.3
Cc1ccc(C(=O)Nc2cccc(N(C)S(C)(=O)=O)c2)cc1S(=O)(=O)Nc1ccccc1,-9.1,6.9,-20.0,-0.7,-1.5,-7.4,-2.9,-2.9,2.2
Cc1ccc(C)c(S(=O)(=O)N2CCCC2CNC(=O)C(=O)NCCc2ccco2)c1 (stereo not given),nt,3.2,nt,-6.5,nt,-6.0,nt,nt,-0.7
COc1ccc(CCNC(=O)CSc2nc(N)c(C#N)c(-c3cccs3)c2C#N)cc1OC,-6.5,-2.1,23.1,9.6,-3.0,-2.4,-2.4,-7.5,2.6
Cc1cccc(C(=O)Nc2cccc(C(=O)N/N=C/c3cccc(C)n3)c2)c1,-13.7,9.8,12.0,-4.7,-1.2,-4.9,-1.3,8.8,1.4
CCc1nc2ccc(C(=O)O)cc2nc1CC,2.5,1.2,15.1,5.0,-0.4,0.8,-2.6,-5.1,-1.3
Cc1ccc(-c2n[nH]c(=S)n2/N=C\c2ccco2)cc1,-8.2,4.1,13.3,-0.1,1.7,-0.7,-0.2,-5.7,3.7
CCC(C)Nc1nc2c(c(=O)[nH]c(=O)n2C)n1CCC(C)C (stereo not given),-4.2,0.9,19.4,-5.4,-1.2,-0.7,1.1,-34.8,-0.6
CN1CCCN(C(c2ccccc2)c2ccc(Cl)cc2)CC1 (stereo not given),-34.8,1.7,-3.8,-35.0,-3.0,nt,-3.8,3.2,2.8
O=C(COC(=O)c1c[nH]c2ccccc12)Nc1ccc(F)cc1,nt,-0.7,nt,-3.3,nt,-4.1,nt,nt,-0.4
COc1ccccc1C(=O)NCCCNC(=O)c1cccnc1,-4.0,5.9,-6.1,-7.0,-0.8,-7.1,-0.8,-2.6,3.9
COCCNc1nc2ccccc2n1CC(=O)c1ccc(OC)c(OC)c1,-12.1,-2.9,2.4,0.5,-1.0,-9.0,0.2,1.4,2.4
CC1(C)NC(=O)N(CC(O)Cn2nnc3ccccc32)C1=O (stereo not given),3.7,2.3,7.5,-0.3,-1.9,3.2,-5.0,2.2,-0.8
Cc1cccn2cc(-c3ccc(S(=O)(=O)N4CCOCC4)cc3)nc12,1.0,4.8,55.6*,-7.3,2.3,-5.4,-3.2,-6.5,2.1
O=C(Cc1ccc([N+](=O)[O-])cc1)N/N=C/c1ccco1,-3.1,0.5,16.0,4.7,-3.1,-6.2,-2.0,-1.6,2.3
Cc1ccc2c(c1)c(N=NC(N)=O)c(O)n2C,-10.4,-4.0,15.8,3.3,12.6*,-2.9,0.7,-1.4,0.0
O=C(NCc1ccco1)c1sc2cccc(F)c2c1Cl,-6.6,-0.3,-0.1,17.9,0.0,nt,-4.0,5.4,1.3
Nn1c(SCC(=O)NC(=O)NCc2ccccc2)nnc1C1CC1,-0.2,4.8,23.7,19.6,-0.3,-2.7,-2.4,-11.6,-0.2
CN(c1ccc(C(=O)NCCSC(C)(C)C)cc1)S(=O)(=O)c1ccccc1,-2.0,1.3,3.4,-4.0,-2.1,-8.6,-2.7,-13.5,3.0
Cc1cccc(NC(=O)C2CCCN(S(=O)(=O)c3c(C)nn(C)c3C)C2)n1 (stereo not given),-5.6,3.2,7.9,10.9,-3.0,-0.7,-3.0,11.6,-0.5
O=C(Nc1ccc2c(c1)N(S(=O)(=O)c1cccs1)CCC2)c1c(F)cccc1Cl,nt,2.4,nt,28.1,nt,-7.1,nt,nt,3.1
N#Cc1c(Cl)cccc1N1CCC(C(N)=O)CC1,14.5,0.8,29.2,-7.4,0.4,-4.2,-0.9,-5.7,nt
C[C@@H]1CC=C[C@H]2[C@H]1C(=O)N(Cc1ccccc1)[C@H]2c1ccc(Br)cc1F,nt,-6.5,-2.0,8.2,nt,-2.7,nt,-8.9,5.0
CC(C)c1onc(C(=O)NC2CCCC2)c1[N+](=O)[O-],-3.6,0.7,4.3,10.1,-2.7,-3.5,-1.8,-4.8,-1.4
COc1ccc(CC(=O)Oc2ccccc2[N+](=O)[O-])cc1,1.9,-1.0,6.6,-0.9,-0.3,-0.9,12.9*,-2.0,5.9
CCN(CC(=O)Nc1c(F)cccc1F)C(=O)c1cnc(C)cn1,nt,-2.3,nt,5.5,nt,-6.2,nt,nt,2.0
O=[N+]([O-])c1cccc(S(=O)(=O)NCc2ccncc2)c1,-0.8,-1.6,-1.2,6.2,-0.5,-4.1,-2.3,-15.6,2.7
CC(C)CCn1c(Oc2ccccc2Cl)nc2c1c(=O)n(C)c(=O)n2C,-11.1,2.7,-17.6,4.0,0.3,-5.5,0.3,4.1,-0.5
O=C(O)CCC(=O)N1CCc2cc(S(=O)(=O)Nc3ccc4c(c3)OCCO4)ccc21,6.0,-1.6,12.4,7.3,-1.0,0.8,-2.0,-10.4,8.4
C/C=C1\COC(C(=O)NCc2cccc(OC)c2OC)(C(F)(F)F)C=C1C=C1CCCCC1 (stereo not given),nt,4.6,nt,6.9,nt,-0.2,nt,nt,4.8
O=C(Cc1cccc2ccccc12)NCC(=O)N1CCN(Cc2cccc(C(F)(F)F)c2)CC1,nt,1.7,nt,2.5,nt,-5.7,nt,nt,-0.7
Cn1c(CN2CCOCC2)nc2cc(NC(=O)COc3ccc([N+](=O)[O-])cc3)ccc21,1.8,1.0,5.1,13.8,-3.8,-2.1,-4.4,-6.7,-1.0
COCCOC(=O)C1=C(C)N=C2SCCC(=O)N2C1c1ccc(C(=O)OC)cc1 (stereo not given),-1.9,3.5,2.0,34.9,-0.7,-2.0,-3.5,6.2,2.5
CCCOc1cccc(-c2nnc(NC(=O)c3ccco3)s2)c1,16.8,-0.6,11.5,-4.8,-1.8,-2.5,-2.7,-13.5,2.7
O=C(Nc1ccc2c(c1)nc1n2CCN(Cc2ccccc2)C1)NC1CCCCC1,-10.0,7.7,36.5,9.5,-4.9,-6.1,-3.9,4.4,3.5
Cc1ccc(C(=O)N2CCN(Cc3ccc4c(c3)OCO4)CC2)c(Cl)c1,-14.3,2.5,-5.0,12.6,-0.3,-4.1,-2.1,-6.2,2.6
